# PLCg1 inh = inhibitors of human phospholipase C gamma1. 370,000 compounds, 0.84% hits. P19174. AID 720700. purified PLC-gamma1, fluorogenic substrate, fluorescence. inhibition, % at 12.2 µM; in the data active = inhibition above about 9.5%
# GAA850 FXN act = activators of GAA850 frataxin (FXN) promoter; HEK293 lucGAA850 FXN promoter luciferase reporter, 24 h; percent of 10 µM SAHA response; activation, % at 6 µM; 360,000 compounds, 0.56% hits; AID 540364;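 active = activation above the average of all compounds screened plus 3 SD, cutoff fixed separately per campaign, cut at about 7.5% in these data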;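 note: 0% = DMSO wells and 100% = 10 µM SAHA wells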
# hcDAF12 agonist = activators of H. contortus DAF-12 nuclear receptor; HEK293 hcDAF-12 lit1-tk-luc reporter, luminescence; 0% DMSO, 100% Δ7-dafachronic acid; activation, % at 6.8 µM; 370,000 compounds, 1.4% hits;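 active = activation above the mean of all tested compounds plus 3 SD, cut at about 5.5% in these data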;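 note: 100% = response to 3 µM Δ7-dafachronic acid high control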
# PLC-beta3 inh = blocks human PLC-beta3 enzyme activity; inhibition, % at 12.2 µM; Q01970; Purified PLC-beta3, fluorogenic substrate, fluorescence; AID 720704; 370,000 compounds, 0.18% hits; in the data active = inhibition above about 11%;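 note: 0% = median of compound wells on plate and 100% = full blocker control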
# ADAM10 inh = inhibitors of human ADAM10. recombinant ADAM10, EDANS/DABCYL FRET peptide cleavage, 3 h. inhibition, % at 7 µM. 370,000 compounds, 0.62% hits;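 active = inhibition above a per-campaign cutoff equal to the mean of compounds falling between control-based bounds plus 3 SD, cut at about 20% in these data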;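 note: 0% = DMSO wells while the 100% control is not disclosed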
# Target sequence (O14672 214-748 limits assumed): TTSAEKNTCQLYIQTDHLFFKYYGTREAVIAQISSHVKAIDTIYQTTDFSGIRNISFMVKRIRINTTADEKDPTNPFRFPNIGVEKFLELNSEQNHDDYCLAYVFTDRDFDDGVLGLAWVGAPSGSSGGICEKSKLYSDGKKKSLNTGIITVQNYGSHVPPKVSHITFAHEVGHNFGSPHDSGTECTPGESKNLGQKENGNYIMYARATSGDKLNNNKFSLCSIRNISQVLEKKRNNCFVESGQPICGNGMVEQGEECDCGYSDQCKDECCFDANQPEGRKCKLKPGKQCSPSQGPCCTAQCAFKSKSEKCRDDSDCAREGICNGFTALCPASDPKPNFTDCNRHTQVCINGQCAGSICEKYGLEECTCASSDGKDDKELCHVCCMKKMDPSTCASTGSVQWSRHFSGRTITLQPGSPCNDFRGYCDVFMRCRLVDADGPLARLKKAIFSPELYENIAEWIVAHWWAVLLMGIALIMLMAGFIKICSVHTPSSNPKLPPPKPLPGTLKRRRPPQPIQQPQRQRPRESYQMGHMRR
# hgDAF12 agonist = hgDAF-12 agonism, primary luciferase screen. 370,000 compounds, 1.8% hits. AID 687014. activation, % at 6.8 µM. HEK293 GAL4-hgDAF12 UAS-luciferase reporter, agonist luminescence; normalized to butyrate control;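 active = activation above a cutoff set at the mean of all screened compounds plus 3 SD, cut at about 10% in these data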;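 note: 0% = DMSO wells and 100% = sodium butyrate wells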
# ADAM17 inh = inhibits human ADAM17 | P78536 | recombinant ADAM17, EDANS/DABCYL FRET peptide cleavage | inhibition, % at 6.95 µM | 370,000 compounds, 0.83% hits;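 active = inhibition above the mean of compounds lying between control limits plus 3 SD, set per campaign, cut at about 8.5% in these data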;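 note: 0% = DMSO-only wells as the low control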
# DAX1 inh-1 = DAX1 (NR0B1) inhibition, primary screen. AID 652010. inhibition, % at 6.8 µM. 370,000 compounds, 1.1% hits. HEK293T StAR-luciferase reporter, SF-1/DAX-1 repression relief;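 active = inhibition above the mean over all tested compounds plus 3 SD, cut at about 3.6% in these data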;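 note: 0% = DAX-1 cells with DMSO and 100% = cells lacking DAX-1 with DMSO; higher inhibition means more luminescence from relief of DAX-1 repression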
# DAX1 inh-2 = inhibitors of human orphan nuclear receptor DAX1 (NR0B1) | P51843 | HEK293 Gal4-DAX1 luciferase reporter, luminescence | inhibition, % at 6.75 µM | 340,000 compounds, 0.99% hits | AID 504766;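 active = inhibition above the mean over all tested compounds plus 3 SD, cut at about 4.2% in these data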;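 note: 0% = DAX1-transfected cells with DMSO and 100% = empty-vector control cells with DMSO; inhibition shows as a rise in luminescence from relieved DAX1 repression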
# Target sequence (P51843 207-470 limits assumed): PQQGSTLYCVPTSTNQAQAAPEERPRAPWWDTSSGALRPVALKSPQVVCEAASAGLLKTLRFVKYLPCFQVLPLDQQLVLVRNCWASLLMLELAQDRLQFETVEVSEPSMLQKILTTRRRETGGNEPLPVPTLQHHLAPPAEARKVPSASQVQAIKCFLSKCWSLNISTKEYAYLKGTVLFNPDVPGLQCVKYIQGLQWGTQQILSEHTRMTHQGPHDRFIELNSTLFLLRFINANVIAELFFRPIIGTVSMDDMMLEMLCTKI
# ssDAF-12 act = S. stercoralis DAF-12 activation, primary screen | 370,000 compounds, 1% hits | activation, % at 6.8 µM | HEK293 ssDAF-12/GRIP1 lit1-tk-luc reporter, luminescence; % of 3 µM dafachronic acid response;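 active = activation above the mean over all tested compounds plus 3 SD, cut at about 0.9% in these data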;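 note: 0% = DMSO-only wells and 100% = 3 µM delta7-dafachronic acid wells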
# HGIII-sPLA2 inh = Blocks human group III sPLA2 activity. AID 743126. inhibition, % at 12.2 µM. Q9NZ20. QFRET BODIPY PC-A2 liposome hydrolysis, fluorescence. 370,000 compounds, 0.56% hits;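 active = inhibition above mean plus 3 SD of compounds lying within the high and low control bounds, cut at about 19% in these data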;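 note: 0% = median of test compound wells and 100% = no enzyme DMSO wells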
# An asterisk follows results filed as active; i = inactive; / = not tested or not shown.
# Preview (two entries):
# Below each compound – PLCg1 inh	GAA850 FXN act	hcDAF12 agonist	PLC-beta3 inh	ADAM10 inh	hgDAF12 agonist	ADAM17 inh	DAX1 inh-1	DAX1 inh-2	ssDAF-12 act	HGIII-sPLA2 inh
CCCn1c(N2CCN(Cc3cccc(C)c3)CC2)nc2c1c(=O)[nH]c(=O)n2C
  1	-0.8	-2.3	3	-3	-2.0	-2	-0.4	-0.2	-1.3	1
Cc1ccc(S(=O)(=O)N(CCO)Cc2ccccc2)cc1
  -2	0.9	-1.5	-6	-5	1.4	-4	0.1	-1.1	-0.8	-1

# Results, from the start:
# Below each compound – PLCg1 inh	GAA850 FXN act	hcDAF12 agonist	PLC-beta3 inh	ADAM10 inh	hgDAF12 agonist	ADAM17 inh	DAX1 inh-1	DAX1 inh-2	ssDAF-12 act	HGIII-sPLA2 inh
CCCn1c(N2CCN(Cc3cccc(C)c3)CC2)nc2c1c(=O)[nH]c(=O)n2C
  1	-0.8	-2.3	3	-3	-2.0	-2	-0.4	-0.2	-1.3	1
Cc1ccc(S(=O)(=O)N(CCO)Cc2ccccc2)cc1
  -2	0.9	-1.5	-6	-5	1.4	-4	0.1	-1.1	-0.8	-1
CCC(=O)Nc1ccc(S(=O)(=O)Nc2cccnc2)cc1
  -3	2.9	-1.7	-1	-8	-1.4	2	0.4	-0.7	-0.7	4
Cc1cccc(Nc2ncnc3ccccc23)c1
  -12	-0.1	1.3	-13	4	1.4	-1	0.1	1.1	-1.3	-2
N#CCc1ccc(Oc2ncc(C(F)(F)F)cc2Cl)cc1
  -1	3.0	-1.7	2	-3	-2.8	-4	-0.2	0.1	-1.7	0
Cc1nc2ccc(S(=O)(=O)NCC(=O)N(C)Cc3ccco3)cc2s1
  -5	0.7	0.8	-1	0	0.7	-5	-0.5	2.2	-1.7	2
Cc1cc(C)c(NS(=O)(=O)c2ccccc2)c(C)c1
  -2	1.1	-1.1	1	-9	-0.8	-1	1.4	0.2	-1.5	-1
COc1ccccc1NC(=O)N(Cc1ccco1)Cc1cc2cc(C)cc(C)c2[nH]c1=O
  0	1.2	-1.0	1	-11	0.6	-5	-1.0	-0.9	-1.1	-3
O=C(Nc1ccccc1Oc1ccsc1C(=O)O)c1ccccc1F
  4	2.5	-0.6	2	10	2.2	1	0.1	-0.3	-1.2	-2
O=C(/C=C/c1ccc(Cl)cc1)N1CCN(c2ccc(Cl)cc2[N+](=O)[O-])CC1
  1	0.1	0.8	0	11	-0.6	0	0.4	-0.2	-0.9	4
O=[N+]([O-])C(=C1NCCN1)C(Cl)=C(Cl)Cl
  5	-0.9	0.4	7	0	-0.5	-2	-0.1	2.2	-1.4	3
CCCc1cc(=O)oc2c(CN3CCN(C)CC3)c(O)c(Cl)cc12
  i	-0.7	-1.6	i	i	-0.5	i	0.8	0.0	-0.3	-4
Cc1ccc(CN(C)C(=O)CN2C(=O)NC(c3ccccc3)(c3ccccc3)C2=O)c(C)c1
  11*	-0.2	-0.6	-1	8	-0.4	9.1*	1.4	0.6	-1.5	-11
COc1ccccc1N1CCN(S(=O)(=O)CCNC(=O)CCc2ccccc2)CC1
  9.7*	-3.0	-1.3	-2	6	0.2	3	-1.3	-0.5	-1.4	1
COc1ccc(/C=N/NS(=O)(=O)c2ccccc2)cc1OS(=O)(=O)c1ccc(C)cc1
  2	1.5	0.1	2	9	-0.9	3	-0.9	0.7	-0.5	-35

# Entries above shown as hits in ADAM17 inh:
Molecule | PLCg1 inh | hcDAF12 agonist | PLC-beta3 inh | ADAM10 inh | ADAM17 inh | DAX1 inh-1 | DAX1 inh-2 | ssDAF-12 act | HGIII-sPLA2 inh
Cc1ccc(CN(C)C(=O)CN2C(=O)NC(c3ccccc3)(c3ccccc3)C2=O)c(C)c1 | 11* | -0.6 | -1 | 8 | 9.1* | 1.4 | 0.6 | -1.5 | -11

# Next compounds follow:
# Below each compound – PLCg1 inh	GAA850 FXN act	hcDAF12 agonist	PLC-beta3 inh	ADAM10 inh	hgDAF12 agonist	ADAM17 inh	DAX1 inh-1	DAX1 inh-2	ssDAF-12 act	HGIII-sPLA2 inh
CSc1nncn1/N=C/c1ccc([N+](=O)[O-])cc1
  2	0.9	0.9	-4	-2	-2.5	-2	-0.1	0.7	-1.7	0
S=c1[nH]c(-c2ccccc2)cn1/N=C/c1cccnc1
  -7	-1.2	1.7	-14	-16	1.9	-8	0.1	1.1	-1.0	2
COc1cc(NC(=O)CCc2nnc3ccc(NCc4ccco4)nn23)cc(OC)c1
  -4	-0.7	-0.6	-13	2	0.1	2	0.4	0.3	-0.7	0
CCSc1oc(-c2ccco2)nc1S(=O)(=O)c1ccc(C)cc1
  -10	1.5	-1.9	-18	-12	-1.2	-1	-0.5	-0.2	-1.5	-5
Cc1ccc(C(=O)Nc2ncc(Cc3ccccc3)s2)o1
  -16	0.2	12*	-23	-1	7.0	0	3.8*	-0.9	0.5	-11
O=C(CN1C(=O)NC2(CCCCC2)C1=O)Nc1cccc(S(=O)(=O)N2CCOCC2)c1
  2	1.1	0.6	-5	-1	-1.6	-3	0.7	1.1	-0.8	-3
Cc1ccc(C(C)C)c(OCC(=O)Nn2c(C)nc3ccccc3c2=O)c1
  -2	0.4	-0.5	-1	6	-0.5	-2	-0.5	0.2	-1.1	-5
O=C(NCCN1CCC(n2c(=O)[nH]c3ccccc32)CC1)c1ccc(C(F)(F)F)cc1C(F)(F)F
  3	/	-3.1	3	-10	-4.3	-3	-4.9	/	-1.5	-6
CC(=O)c1ccc(S(=O)(=O)N2CCN(c3nc4c(C)c(C)ccc4cc3C#N)CC2)cc1
  -8	-3.1	-0.9	-8	-23	-3.8	-9	0.5	0.6	-1.1	-3
COc1cc(CC(=O)Nc2cccc(SC)c2)cc(OC)c1OC
  -2	-1.8	-4.3	-1	0	-3.6	-5	-2.2	-2.5	-2.1	-5
CC(C)N1CCc2c(sc(NC(=O)c3ccc(S(=O)(=O)N4CCCCC4C)cc3)c2C(N)=O)C1 (centres undefined)
  -238	1.5	0.1	-245	-8	4.0	0	-2.5	-0.2	-0.9	-25
COc1ccc(S(=O)(=O)NC2CCCC2)c(OC)c1
  0	0.5	-1.3	-6	5	-1.8	-2	-1.4	0.6	-0.8	3
Cc1ccc(NC(=O)COC(=O)C2CCC(=O)N2)c([N+](=O)[O-])c1 (centres undefined)
  1	2.4	2.8	-4	-9	2.7	-3	-0.4	0.5	-0.2	1
CN(C)c1nc2ncn(Cc3ccccc3)c2c(=O)[nH]1
  0	2.3	-1.6	-5	-4	-1.7	-3	0.1	1.9	-1.0	-5
COc1cccc(CC(=O)Nc2ccc(S(=O)(=O)Nc3nc(C)cc(C)n3)cc2)c1
  1	0.4	-0.6	-5	-1	0.8	-2	0.4	-0.9	-2.1	-13

# For convenience, some entries already given.
# Below each compound – PLCg1 inh	GAA850 FXN act	hcDAF12 agonist	PLC-beta3 inh	ADAM10 inh	hgDAF12 agonist	ADAM17 inh	DAX1 inh-1	DAX1 inh-2	ssDAF-12 act	HGIII-sPLA2 inh
CSc1nncn1/N=C/c1ccc([N+](=O)[O-])cc1
  2	0.9	0.9	-4	-2	-2.5	-2	-0.1	0.7	-1.7	0
S=c1[nH]c(-c2ccccc2)cn1/N=C/c1cccnc1
  -7	-1.2	1.7	-14	-16	1.9	-8	0.1	1.1	-1.0	2
COc1cc(NC(=O)CCc2nnc3ccc(NCc4ccco4)nn23)cc(OC)c1
  -4	-0.7	-0.6	-13	2	0.1	2	0.4	0.3	-0.7	0
CCSc1oc(-c2ccco2)nc1S(=O)(=O)c1ccc(C)cc1
  -10	1.5	-1.9	-18	-12	-1.2	-1	-0.5	-0.2	-1.5	-5

# Later entries
# Below each compound – PLCg1 inh	GAA850 FXN act	hcDAF12 agonist	PLC-beta3 inh	ADAM10 inh	hgDAF12 agonist	ADAM17 inh	DAX1 inh-1	DAX1 inh-2	ssDAF-12 act	HGIII-sPLA2 inh
O=C(COC(=O)C1CCN(S(=O)(=O)c2cccc3cccnc23)CC1)c1ccc([N+](=O)[O-])cc1
  1	0.5	-1.2	0	10	-1.3	-4	0.3	1.7	-0.9	-1
CCCCN(CCCC)C(=S)NC(=O)c1ccccc1Cl
  8	0.6	2.2	1	3	-2.3	-2	-0.1	-1.6	-0.6	30*
O=C(CSc1nc2ccccc2c(=O)n1-c1ccccc1Cl)Nc1cccc(S(=O)(=O)N2CCOCC2)c1
  -2	-1.1	-3.4	-2	17	-7.9	9.5*	-1.5	-2.5	-2.1	-10
CC(NS(=O)(=O)c1cccc(C(=O)N(C)Cc2ccc(N3CCOCC3)cc2)c1)c1ccccc1 (centres undefined)
  2	-0.1	-0.9	-2	-1	-0.9	0	-2.5	0.5	-1.2	-12
Cc1ccc(NC(=O)CO/N=C(\N)c2nonc2N)cc1
  0	-0.6	-1.0	0	-2	-0.8	2	0.4	1.9	-1.7	-1
Cc1nc(SC(C)C(=O)Nc2c(C)n(C)n(-c3ccccc3)c2=O)nc(C)c1C (centres undefined)
  1	0.1	-1.2	0	-6	0.0	-6	0.1	2.3	-1.0	0
COc1ccc(S(=O)(=O)Nc2c(C(=O)O)[nH]c3ccccc23)cc1
  -4	0.1	5.1	-8	-7	2.3	-4	0.2	0.5	0.4	-20
COc1ccc(CNC(=O)C2(CC3CC(c4ccccc4)=NO3)CCN(C(=O)Cc3ccc(F)cc3)CC2)cc1 (centres undefined)
  1	0.1	-1.2	2	10	-1.4	1	-0.3	-1.9	-1.2	-12
CCOc1ccc(N(C)S(=O)(=O)c2ccc(-c3ccc(=O)[nH]n3)s2)cc1
  1	2.1	0.4	-9	-1	3.0	0	0.0	0.0	-1.0	-9
CCN(C(=O)c1cccc(S(=O)(=O)N2CCCCC2)c1)C1CCS(=O)(=O)C1 (centres undefined)
  4	-0.9	-0.9	-2	-9	-0.8	3	0.6	-1.0	-0.4	4
C=CCNC(=O)c1oc2ccc(S(=O)(=O)N(CC)CC)cc2c1C
  5	-1.5	-2.4	4	14	0.9	-1	0.0	1.0	-0.5	5
COc1ccc(CN2CCN(C3CCC3)CC2CCO)c(F)c1 (centres undefined)
  0	1.6	-1.6	-2	-4	2.1	0	0.3	-1.8	-0.8	0
O=C1CCCc2[nH]nc(-c3cccnc3)c21
  4	-3.8	-1.4	1	7	4.0	4	0.1	0.4	-1.2	3
Cn1nc(C(=O)N2CCCCC2)c2c1-c1ccccc1S(=O)(=O)C2
  6	-1.0	-0.1	-6	-1	1.1	-1	0.1	-0.3	-1.2	9
CN(CC(=O)Nc1ccccc1Cl)C(=O)COC(=O)C1CCN(c2ccc(C(F)(F)F)cn2)CC1
  -4	-0.6	-0.5	-3	-17	1.1	-8	-0.3	-1.0	-0.8	-18
Cc1ccc(-n2cc(C(=O)c3ccc(F)cc3)nn2)cc1Cl
  5	3.1	1.2	0	2	3.5	0	1.5	1.1	-0.8	3
Cc1cc(C)cc(Nc2cnn(C34CC5CC(CC(CC(=O)O)(C5)C3)C4)c(=O)c2Cl)c1
  2	0.3	-0.7	0	3	-0.7	-2	0.5	1.5	-0.8	1

# Outcome played no part in choosing rows. Share with any hit: about 6.9%.
